Source: PubChem BioAssay (several laboratories)
Rab7 wt GTP bind – alters GTP binding to wildtype dog Rab7 | 190,000 tested, 0.055% active | GTP binding activity (percent of control), % at 10 µM | GST-Rab7 beads, fluorescent GTP binding, flow cytometry; actives lie on both sides; untreated = 100%, excess cold GTP = 0%;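 active = fluorescent GTP binding to Rab7 beads changed by at least 20 points from the 100% baseline, either direction, mostly lower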;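 note: median green fluorescence of bound Bodipy-FL-GTP per Rab7 bead population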
Bim-Mcl-1 – inhibitors of Bim-Mcl-1 interaction, human; Q07820; Bead-based flow cytometry, Bim peptide-Mcl-1 binding; AID 1009; inhibition, % at 10 µM; 190,000 tested, 0.1% active; in the data active = inhibition above about 40%;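 note: 0% = no compound tracer wells and 100% = peptide blocker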
Target sequence (Q07820 whole entry, looked up): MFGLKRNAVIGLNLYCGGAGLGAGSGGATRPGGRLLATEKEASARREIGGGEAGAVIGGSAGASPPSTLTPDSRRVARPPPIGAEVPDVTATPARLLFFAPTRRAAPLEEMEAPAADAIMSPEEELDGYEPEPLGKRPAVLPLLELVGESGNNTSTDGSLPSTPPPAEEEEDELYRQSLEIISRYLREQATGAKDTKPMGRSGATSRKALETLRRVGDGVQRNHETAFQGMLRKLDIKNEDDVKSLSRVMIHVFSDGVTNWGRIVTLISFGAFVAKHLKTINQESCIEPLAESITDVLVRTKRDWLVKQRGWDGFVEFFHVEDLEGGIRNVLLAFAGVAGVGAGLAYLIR
Rab2 wt GTP – changes GTP binding to wildtype dog Rab2A, up or down | GST-Rab2 wt beads, Bodipy-GTP binding, flow cytometry | GTP binding activity, % at 10 µM | 190,000 tested, 0.19% active;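 active = GTP binding activity at least 20 points away from 100%, either lowered or raised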;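 note: 0% = beads with excess unlabeled GTP and 100% = no-compound control corrected for plate trend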
Rac1 wt GTP bind – alters GTP binding to wildtype human Rac1. AID 757. P63000. GTP binding activity (% of control), % at 10 µM. GST-Rac1 beads, fluorescent GTP binding, flow cytometry; actives lie on both sides; 0 = cold GTP competed, 100 = untreated. 190,000 tested, 0.27% active;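 active = GTP binding activity at least 20 points away from the 100% control level, either lower or higher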
Mcl1-Bid inh – disrupts binding of human Mcl-1 to Bid peptide; TR-FRET Mcl-1/Bid-Dy647 peptide binding, 1536-well; AID 1021; Q07820; 220,000 tested, 0.97% active; inhibition, % at 21.7 µM;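 active = compounds that cut the binding signal by more than half at the single screening dose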;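 note: His-tagged Mcl-1 with europium anti-His antibody binding Bid BH3 peptide; 0% = Mcl-1 plus peptide wells and 100% = peptide-only wells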
Cdc42 wt – changes GTP binding to wildtype human Cdc42 | P60953 | GST-Cdc42 beads, Bodipy-GTP binding, flow cytometry; actives lie on both sides | percent activity (GTP binding), % at 10 µM | 190,000 tested, 0.2% active;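 active = percent activity GTP binding at least 20 points away from the 100% baseline, either down as inhibitor or up as activator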;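 note: median bead fluorescence of bound Bodipy-FL-GTP at 100 nM; 0% = excess unlabeled GTP control and 100% = no compound control; below 100% means less GTP binding so inhibitor and above means activator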
Target sequence (P60953 whole entry, looked up): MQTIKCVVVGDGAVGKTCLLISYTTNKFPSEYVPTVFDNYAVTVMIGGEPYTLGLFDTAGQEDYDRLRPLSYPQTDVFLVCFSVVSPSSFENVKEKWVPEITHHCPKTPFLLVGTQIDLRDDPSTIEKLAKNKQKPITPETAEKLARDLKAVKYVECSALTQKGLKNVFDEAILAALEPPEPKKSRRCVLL
Mcl1 Noxa PPI – Mcl-1/Noxa interaction inhibition | Q07820 | TR-FRET Mcl-1/Noxa peptide binding, 2 h | inhibition, % at 21.7 µM | 220,000 tested, 1.5% active;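 active = compounds that cut the protein-peptide binding signal by more than 50% relative to plate controls in a single-dose test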;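 note: His-tagged Mcl-1 with rhodamine Noxa BH3 peptide and terbium anti-His antibody; 0% = Mcl-1 plus Noxa peptide wells and 100% = peptide-only wells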
Rac1 act GTP bind – modulators of GTP binding to human Rac1 activated mutant. percent activity (GTP binding), % at 10 µM. P63000. GST-Rac1 activated beads, fluorescent GTP binding, flow cytometry; actives lie on both sides; 100% means binding = to untreated wells. 190,000 tested, 0.11% active;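 active = GTP binding at least 20 percentage points away from the 100% baseline, in either direction, so actives lie on both sides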
HRas wt GTP – modulators of GTP binding to human HRas wildtype. P01112. GST-Ras wt beads, Bodipy-FL-GTP binding, flow cytometry; actives lie on both sides. GTP binding activity, % at 10 µM. 190,000 tested, 0.14% active;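 active = GTP binding activity at least 20% away from the 100% baseline, either lowered as inhibitor or raised as activator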;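 note: 0% = unlabeled GTP competition control and 100% = no-compound control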
Pf gametocyte – kills late stage P. falciparum gametocytes; P. falciparum stage V gametocytes, ATP luminescence, 24 h; inhibition, % at 10.9 µM; 150,000 tested, 0.065% active;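 active = inhibition above the mean plus 3 SD of compounds within the control limits, set per campaign, cut at about 38% in these data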;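 note: 0% = DMSO wells and 100% = medium only without gametocytes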
RGS8-Gao – modulates binding of RGS8 to human Galphao | multiplexed bead flow cytometry; actives lie on both sides | response (percent of control binding), % at 10 µM | 220,000 tested, 0.34% active | AID 1423; in the data active = response below about 60% or above about 140%; inactive = in between;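 note: Galphao activated as the GDP aluminium fluoride complex binding bead-coupled RGS8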
Target sequence (P09471 whole entry, looked up): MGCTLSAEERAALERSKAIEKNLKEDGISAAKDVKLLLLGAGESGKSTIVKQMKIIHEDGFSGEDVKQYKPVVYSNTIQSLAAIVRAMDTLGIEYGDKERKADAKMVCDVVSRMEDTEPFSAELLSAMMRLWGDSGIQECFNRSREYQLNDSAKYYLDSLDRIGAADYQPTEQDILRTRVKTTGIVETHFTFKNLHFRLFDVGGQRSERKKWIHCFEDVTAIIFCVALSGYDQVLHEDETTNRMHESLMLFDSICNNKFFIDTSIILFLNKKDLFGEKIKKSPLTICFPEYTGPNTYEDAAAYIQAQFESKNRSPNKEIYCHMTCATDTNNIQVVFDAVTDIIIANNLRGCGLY
* hit, by the source's call; . = not tested or not shown.

SMILES	Rab7 wt GTP bind	Bim-Mcl-1	Rab2 wt GTP	Rac1 wt GTP bind	Mcl1-Bid inh	Cdc42 wt	Mcl1 Noxa PPI	Rac1 act GTP bind	HRas wt GTP	Pf gametocyte	RGS8-Gao
Cc1[nH]c2ccccc2c1/C=N/NC(=O)c1cccs1	100	-3	101	94	-43	103	14	98	98	9	100
COc1ccccc1Oc1nc([N+](=O)[O-])nn1CC(N)=O	110	3	108	108	-26	109	10	108	107	2	99
CN(C)N1C(=O)CC(N2CCCC2)C1=O (stereo unspecified)	101	-2	101	100	2	100	16	98	100	-16	99
CCCNS(=O)(=O)c1ccc(OCC(=O)N2CCN(c3ccccc3)CC2)cc1	98	0	98	95	-29	99	-11	97	97	-2	108
O=C(Nc1ncc2c(n1)CC(c1ccccc1)CC2=O)c1ccco1 (stereo unspecified)	104	-2	98	100	1	100	-3	98	101	.	100
CCCC(O)(CCC)C(=O)NNc1ccccc1	96	-3	98	98	-50	97	-6	97	100	4	100
O=C(Nc1ccccc1)/C(=C\c1ccncc1)NC(=O)c1ccccc1	95	1	102	102	-4	103	-10	99	102	10	99
CN(C)CCNC(=O)CCCNC(=O)Cn1cnc2sc3c(c2c1=O)CCCC3	98	-1	99	106	-39	101	-3	99	101	.	93
Cc1ccc(Cn2nc(C)c(NC(=O)CSc3n[nH]c(C)c3[N+](=O)[O-])c2C)cc1	100	-2	100	102	-5	103	0	101	102	6	98
CN(CC(=O)NC(c1ccccc1)c1ccccc1)Cc1nc2ccccc2c(=O)[nH]1	96	0	96	92	-49	99	.	95	97	.	98
C=C1c2cc(CC)ccc2NC(=O)N1c1ccc(C)cc1	101	-1	100	100	-7	99	16	96	99	.	107
CCc1ccccc1-n1cnc2cc(C(=O)O)ccc21	99	3	99	101	-5	102	-4	100	101	7	102
CCOC(=O)CN(c1ccccn1)S(=O)(=O)c1ccc(OC)cc1	102	0	96	103	0	96	6	100	98	-22	101
COc1ccc(S(=O)(=O)n2nc(OC(=O)c3c(-c4ccccc4Cl)noc3C)cc2N)cc1	97	0	97	97	-23	97	18	96	98	.	100
CCCCCn1c(=O)[nH]c2cc(C(=O)NCc3ccc4c(c3)OCO4)ccc2c1=O	105	0	103	106	-4	103	9	100	104	.	99
CCc1ccc2ncc(C(=O)c3ccccc3)c(N3CCOCC3)c2c1	104	0	97	98	-10	98	-3	95	97	.	104
CCOCCc1nnc(NC(=O)c2cc(OC)c(OC)cc2[N+](=O)[O-])s1	95	-1	96	101	-16	96	28	98	95	10	100
C/C(CC(=O)Nc1ccccn1)=N\NC(=O)c1ccc2ccccc2c1	93	18	95	97	-38	92	-1	96	95	13	122
Cc1ccc(-c2cc(C(F)F)nc(N3CCOCC3)n2)cc1	95	-3	98	102	-23	99	3	96	96	.	91
Cc1ccnc(NC(NC(=O)C(C)C)(C(F)(F)F)C(F)(F)F)c1	97	-4	97	103	2	99	1	96	98	-25	107
CCCC(=O)NC(=S)Nc1ccc(N2CCN(C(=O)c3cccs3)CC2)cc1	102	-2	102	99	-72	102	-5	98	100	-35	102
CCCCNC(=O)/C(C#N)=C/c1cccnc1	97	-4	97	100	-14	99	19	96	95	-15	102
O=C(/C=C/c1ccc(Br)cc1)NC(=S)NNC(=O)c1ccco1	96	-4	98	99	-42	94	-39	95	97	.	98
COc1ccc(C(=O)NCc2ccc(S(N)(=O)=O)cc2)cc1[N+](=O)[O-]	104	1	96	98	-14	98	14	95	98	6	96
CCOC(=O)c1c(C)[nH]c(C(=O)OCC(=O)Nc2cc(C)c(Cl)cc2OC)c1C	96	0	102	100	-7	101	4	99	101	.	101

Remaining list, next part.
SMILES	Rab7 wt GTP bind	Bim-Mcl-1	Rab2 wt GTP	Rac1 wt GTP bind	Mcl1-Bid inh	Cdc42 wt	Mcl1 Noxa PPI	Rac1 act GTP bind	HRas wt GTP	Pf gametocyte	RGS8-Gao
COc1cc2cc(Oc3ccc4ccc(=O)oc4c3)c(=O)oc2cc1OC(C)=O	96	3	97	99	19	95	-1	97	96	.	99
Cc1ccc2oc(=O)c3cnn(CC(=O)NCCc4ccsc4)c3c2c1	94	6	100	103	-10	101	8	99	100	.	96
COC(=O)C1=C(C(=O)c2ccc(C)cc2)C(c2ccccc2)n2nnnc2N1 (stereo unspecified)	100	0	99	99	-8	100	-17	98	99	.	109
CCOc1ccc(NC(=S)NC(=O)/C=C/c2ccc(OC)cc2)c([N+](=O)[O-])c1	103	-5	101	106	37	104	63*	101	101	-7	102
COc1ccc2cnn(-c3ccccc3)c(=O)c2c1OC	98	0	104	104	3	102	2	101	103	1	102
CN=c1oc2ccc(Cl)cc2cc1C(N)=O	101	0	101	100	-20	101	13	99	101	-7	93
CCOC(=O)N1CCN(CC(=O)Nc2c(C(=O)OC)[nH]c3cccc(Cl)c23)CC1	99	-1	101	102	-5	103	3	100	102	.	102
Cc1cc(C)cc(NC(=S)NCc2ccncc2)c1	97	4	97	100	-44	101	3	95	97	7	101
Cc1ccccc1-c1nc(-c2ccc(NC(=O)c3cccs3)cc2)no1	100	-3	100	101	-7	101	17	99	101	.	101
O=C(COC(=O)COc1ccc(Cl)cc1)NCc1cccs1	100	-4	99	108	-3	105	20	97	102	13	74
CCOC(=O)N1CCC(N2C(=O)c3ccccc3C2Nc2cccnc2)CC1 (stereo unspecified)	98	-4	102	106	-5	105	13	99	104	.	103
Cc1cc(N=CC2=C(O)CCCC2=O)no1	94	0	97	99	-12	101	2	98	97	.	96
COc1ccc2c(c1)c1nnc(SC)nc1n2C	93	5	91	93	0	96	0	93	94	.	107
COC(=O)c1nnn(CC(=O)NC(=O)Nc2cccc(C)c2C)c1C(=O)OC	101	-8	101	104	7	99	14	101	98	.	98
Cc1cc(C)n(CC(O)CN2c3ccccc3Sc3ccccc32)n1 (stereo unspecified)	97	1	99	97	-35	95	24	94	99	-3	97
COc1cc(/C=N/N=C/c2cc(OC)c(O)c(OC)c2)cc(OC)c1O	100	0	95	93	-63	99	10	97	98	-26	102
O=C(c1ccco1)N1CCN(c2ccc(S(=O)(=O)N3CCCC3)cc2)CC1	98	2	99	103	-42	102	-10	97	99	-16	99
COc1ccc([N+](=O)[O-])cc1COc1ccc2c(-c3ccccc3)cc(=O)oc2c1	100	-2	102	104	18	105	25	99	104	-6	112
COc1ccccc1-c1noc(-c2ccncc2)n1	103	0	99	100	-1	101	9	98	99	14	102
c1ccc2c(c1)CC1(CCCC1)n1nnnc1-2	90	2	93	100	-3	93	-5	94	94	-12	89
CCN1CCCC(OC(=O)c2cc(-c3ccccc3Cl)nc3ccccc23)C1 (stereo unspecified)	96	0	98	101	13	98	16	96	99	-28	101
O=C(Nc1nccs1)c1cc2sccc2n1Cc1ccc(Cl)cc1	105	-1	100	105	-2	101	4	101	102	.	102
C/C(=N/NC(=O)c1cccs1)c1cccc(N)c1	95	0	97	106	-51	99	6	96	96	-3	86
Cc1ccc(Sc2ncccc2COC(=O)Nc2ccccc2)cc1	92	-4	93	93	10	96	4	93	97	-40	102
Cc1cnccc1CNC(=O)CC1C(=O)NCCN1CC(C)(C)C (stereo unspecified)	96	0	97	98	-37	100	5	100	98	0	104

Next part.
SMILES	Rab7 wt GTP bind	Bim-Mcl-1	Rab2 wt GTP	Rac1 wt GTP bind	Mcl1-Bid inh	Cdc42 wt	Mcl1 Noxa PPI	Rac1 act GTP bind	HRas wt GTP	Pf gametocyte	RGS8-Gao
Cc1cc(C(=O)CSc2nnnn2-c2ccccc2)c(C)n1CCc1ccccc1	97	0	99	101	-30	101	11	99	97	3	97
O=C(c1ccccc1)N1CCN(C(=O)N2CCCCC2)CC1	102	0	104	108	-12	105	-14	102	104	.	100
CC1(C)Cc2cccc(OCC(N)=O)c2O1	104	-1	104	104	-9	105	1	101	106	-8	102
Cc1ccccc1Nc1nccc(N(C)C)c1C#N	97	-2	94	98	2	96	8	94	97	-3	100
COc1ccc(/C=C(/NC(=O)c2ccccc2)C(=O)N/N=C/c2ccncc2)c(OC)c1	96	-2	98	103	-13	102	-1	100	99	-22	101
Cc1ccc(S(=O)(=O)NCC(=O)OCC(=O)Nc2ncc(Cl)cc2Cl)cc1	102	-3	99	103	-19	99	28	98	100	2	99
CCn1nnc(NC(=O)c2cccnc2Cl)n1	102	0	101	111	-21	105	2	101	102	-5	101
Cc1cccc(C(=O)NC2CCCc3ccccc32)c1 (stereo unspecified)	102	-1	97	102	-20	98	-7	98	98	-9	101

Among those listed so far, 12 have a halogen.
SMILES	Rab7 wt GTP bind	Bim-Mcl-1	Rab2 wt GTP	Rac1 wt GTP bind	Mcl1-Bid inh	Cdc42 wt	Mcl1 Noxa PPI	Rac1 act GTP bind	HRas wt GTP	Pf gametocyte	RGS8-Gao
COc1ccc(S(=O)(=O)n2nc(OC(=O)c3c(-c4ccccc4Cl)noc3C)cc2N)cc1	97	0	97	97	-23	97	18	96	98	.	100
Cc1ccc(-c2cc(C(F)F)nc(N3CCOCC3)n2)cc1	95	-3	98	102	-23	99	3	96	96	.	91
Cc1ccnc(NC(NC(=O)C(C)C)(C(F)(F)F)C(F)(F)F)c1	97	-4	97	103	2	99	1	96	98	-25	107
O=C(/C=C/c1ccc(Br)cc1)NC(=S)NNC(=O)c1ccco1	96	-4	98	99	-42	94	-39	95	97	.	98
CCOC(=O)c1c(C)[nH]c(C(=O)OCC(=O)Nc2cc(C)c(Cl)cc2OC)c1C	96	0	102	100	-7	101	4	99	101	.	101
CN=c1oc2ccc(Cl)cc2cc1C(N)=O	101	0	101	100	-20	101	13	99	101	-7	93
CCOC(=O)N1CCN(CC(=O)Nc2c(C(=O)OC)[nH]c3cccc(Cl)c23)CC1	99	-1	101	102	-5	103	3	100	102	.	102
O=C(COC(=O)COc1ccc(Cl)cc1)NCc1cccs1	100	-4	99	108	-3	105	20	97	102	13	74
CCN1CCCC(OC(=O)c2cc(-c3ccccc3Cl)nc3ccccc23)C1 (stereo unspecified)	96	0	98	101	13	98	16	96	99	-28	101
O=C(Nc1nccs1)c1cc2sccc2n1Cc1ccc(Cl)cc1	105	-1	100	105	-2	101	4	101	102	.	102
Cc1ccc(S(=O)(=O)NCC(=O)OCC(=O)Nc2ncc(Cl)cc2Cl)cc1	102	-3	99	103	-19	99	28	98	100	2	99
CCn1nnc(NC(=O)c2cccnc2Cl)n1	102	0	101	111	-21	105	2	101	102	-5	101
